Screening data (PubChem)
Pf Dd2 inh: blocks in vitro growth of P. falciparum Dd2; P. falciparum Dd2 growth, SYBR Green, 72 h; Potency, µM (highest dose often 28.9 µM), inactives show at the highest dose activity, negative = inhibition, actives largely listed as inhibitors; hit rate 4.3% among 120,000; active = well fitted inhibition curve with a large enough effect; inconclusive = small, poorly fitted or top-dose-only effect; inactive = no such curve, though single readings can be large or run the other way;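 note: plate controls were DMSO vehicle for no effect and reference drug for full effect; nearly all actives have a fitted effect of over 65% in size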
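Readout: SYBR Green fluorescence, 485 nm excitation, 535 nm emission, after ~16 h lysis at 37C. Before that, Dd2-infected red cells (2.5% hematocrit) grew 72 h with compound, 29 uM top final concentration.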
Starred values were filed as active, the others as inactive; i = inactive; ? = inconclusive; [ ] = dose if it differs, or a comment. Potency is the fitted concentration of half-maximal effect. This is a subset, so the mix of outcomes need not match the whole.

Molecule | Pf Dd2 inh
COc1ccc(N2CC(C(=O)N3CCC(C(=O)NCCc4ccc(Cl)cc4)C3)NC2=O)cc1 (stereo not drawn) | -9%
CCCC(=O)Nc1cc(C(=O)NCc2ccc(OC)cc2)ccc1S(=O)(=O)c1ccc(Cl)cc1 | ?
COc1cc(OC)c(OC)cc1CNc1sc2c(c1C(=O)Nc1ccccc1OC)CCC2 | ?
CC(C)c1nnnn1[C@H]1CO[C@H]2[C@@H]1OC[C@H]2OC(=O)Nc1ccc(Oc2ccccc2)cc1 | i
Cc1cn2nc(C(=O)NCc3ccccc3F)cc2c(N2CCSCC2)n1 | i
Cc1ccc(-c2noc([C@@H]3CCCN3C(=O)c3cc(Cl)ccc3F)n2)cc1 | i
COc1cc(OC)c(NC(=O)c2csc3c2CCC(C)C3)cc1Cl (stereo not drawn) | ?
Cc1ccc(C)c(C(=O)N2CCOC(CCCc3ccccc3)C2)c1 (stereo not drawn) | -10%
CC1=C(C(=O)OC(C)C)C(c2ccc(C)cc2)CC(=O)N1Cc1cccc(C#N)c1 (stereo not drawn) | ?
CCC(=O)N(CCC(c1ccccc1)c1ccc2c(c1)OCO2)Cc1ccc(OC(C)C)cc1 (stereo not drawn) | -29%
Cc1noc(-c2ccccc2OC2CCN(C(=O)CC3CCCCC3)C2)n1 (stereo not drawn) | i
CN(C)[C@@H]1CN(C(=O)CCc2ccccc2)C[C@H]1CO | -13%
Cc1ccc(CC(=O)N2CCN(c3cc(-c4ccccc4)[nH]n3)CC2)cc1 | i
CCC(C)NC(=O)C1(c2ccc(NS(C)(=O)=O)cc2)CCCCC1 (stereo not drawn) | -9%
CCc1cccc2c(C(CC(=O)NC(C)C(C)C)c3ccc(OC)c(OC)c3)c[nH]c12 (stereo not drawn) | -4%
O=C(CCc1ccccc1)N1CCCC(CN2CCCC2)CC1 (stereo not drawn) | ?
C[S+](=O)([O-])N1CCC2(CC1)CC(c1ccccc1)=NO2 | 13%[44.1 µM]
CCOC(=O)C1CCCCN1S(=O)(=O)c1csc(C(N)=O)c1 (stereo not drawn) | 28%
CCOC(=O)c1c(C)oc2nc(C)nc(N3CCN(c4cccc(C(F)(F)F)c4)CC3)c12 | 10µM*
Cc1ccc(-n2nc(C)c3c(C)cc(=O)n(CC(=O)N4CCCc5ccccc54)c32)cc1 | 36%[activator]
CCOc1ccc(C(=O)Nc2nnc(S(=O)(=O)Nc3ccccc3)s2)cc1 | 3%
CN(C(=O)CN1C(=O)NC2(CCC(C(C)(C)C)CC2)C1=O)c1ccccc1 (stereo not drawn) | i
COC(=O)c1ccccc1NC(=O)Cn1nnc(-c2ccc(OC)cc2)n1 | 6%
COC[C@@H]1CN(C(=O)c2ccc(C#N)cc2)C[C@H]1c1nc(C2CC2)no1 | 17%
CCCn1c(=O)c2sccc2n2c(CCCC(=O)NCc3ccccc3)nnc12 | i
O=C(c1cccnc1)N1CCC(c2nc(C3CCOCC3)no2)C1 (stereo not drawn) | 34%[activator]
CC(=O)N1CCC2(CC1)C(=NC1CCCC1)NC(=O)N2c1cc(F)cc(F)c1 | -9%
CC(=O)N[C@H]1CC[C@]2(C)CC[C@@H](C(C)C(=O)NC3CCCCC3)[C@H](O)[C@H]2[C@@H]1C (stereo partly drawn) | 13%[44.1 µM]
COc1ccc(C(=O)NCc2nnc(SCC(=O)Nc3ccccc3)n2-c2ccc(F)cc2)cc1 | 13%
CNC(=O)[C@@H]1CN(C(=O)CCc2ccccc2)C[C@H]1COC | 28%
COC(=O)c1c(NC(=O)c2ccco2)c2cc(NC(C)CCn3cccn3)cnc2n1C (stereo not drawn) | -28%
Cc1noc([C@@H]2CN(C(=O)c3ccc4ncccc4c3)C[C@H]2CO)n1 | 3%
O=C(CN1C(=O)CSc2ccc(S(=O)(=O)N3CCOCC3)cc21)NCCCN1CCCCC1 | 14%
Fc1ccc(Nc2nc(-c3ccc(F)cc3)c3c(n2)-c2ccccc2OC3)cc1 | 3%
Cc1ccc(-n2c(C3CCN(C(=O)c4ccc(C)c(C)c4)CC3)n[nH]c2=O)cc1 | -12%
COc1ccc(N2CCN(C(=O)Cn3c(-c4cnccn4)nc(C)c(C)c3=O)CC2)cc1 | i
O=C(c1ccoc1)N1CCC(N2C(=O)C(O)C23CCCCC3)CC1 (stereo not drawn) | 2%
O=C(NCc1ccc2c(c1)OCO2)c1ccc2c(c1)N(Cc1c(F)cccc1Cl)C(=O)c1ccccc1S2 | 7.1µM*
CN1CCCCCC(O)c2cc(C(=O)N3CCOCC3)ccc21 (stereo not drawn) | -15%
Cc1nn(C(=O)CCCC(=O)N2CCCC2c2nc(C3CCOCC3)no2)c2ccccc12 (stereo not drawn) | ?
COc1cccc(CNC(=O)C(CC(C)C)NS(=O)(=O)c2ccc3c(c2)oc(=O)n3C)c1 (stereo not drawn) | ?
Cn1cnnc1CC1CCN(C(=O)Nc2ccc3c(c2)OCCO3)C1 (stereo not drawn) | i
Cc1noc(-c2ccccc2OCC(=O)Nc2cccc([N+](=O)[O-])c2)n1 | 28%
Cc1ccncc1-c1c(C)nn2c1N(Cc1ccc(C(=O)O)cc1)CCC2 | i
Cc1ccc(-c2ncc(NC(=O)c3ccc(F)c(F)c3)cn2)cc1 | ?
CCC1(C(=O)NCCCN2CCc3ccccc3C2)CCCCC(=O)N1 (stereo not drawn) | 18%
COc1ccc(-c2nnc3n2CCN(C(=O)C(C)(C)C)C3)cc1 | 2%[44.1 µM]
CCCNC(=O)C1=CC(c2ccc3c(c2)OCO3)=NS(=O)(=O)N1C | 170%[activator][0.594 µM]
CC1CCC(NC(=O)C2CCN(C(=O)c3ncn4c3COC(c3ccc(Cl)cc3)C4)CC2)CC1 (stereo not drawn) | 0%
COc1ccc(-n2cc3c(c2-c2cccc(Br)c2)c(=O)n(C)c(=O)n3C)cc1OC | ?

Additional structures
Molecule | Pf Dd2 inh
COc1ccc([N+](=O)[O-])cc1NC(c1nnc(-c2ccccc2)o1)c1ccccc1F (stereo not drawn) | 13µM*
CC(C)S(=O)(=O)c1oc(-c2ccc(F)cc2)nc1S(=O)(=O)c1ccc(F)cc1 | 11µM*
CCOC(=O)CSc1nc2ccccc2c(=O)n1CCc1ccc(OC)c(OC)c1 | 14%
Cc1ccc2c(c1)cc(C(=O)Nc1ccccc1C)n2C | -25%
CSc1cccc(NC(=O)N[C@H]2CCN3C(=O)[C@H](Cc4ccc(F)cc4)NC(=O)[C@@H]3C2)c1 | -22%
COc1cccc(CN2CCc3c(cc(C(=O)Nc4cc(OC)cc(OC)c4)n3C)C2)c1 | 8.9µM*
COCCOCC1(CNCC2CC2)C[C@@H](O)[C@@H](O)C1 (stereo partly drawn) | 40%[44.1 µM]
N#CC1CCN(C(=O)c2nc(-c3ccc(F)cc3)c3cnccn23)CC1 | i
Cc1c(C(=O)NCc2ccccc2)sc2nc3n(c(=O)c12)CCC3 | -23%
COc1ccc(C(=O)N2C[C@@H]3C[C@H](C2)c2ccc(NS(=O)(=O)c4cccc(C(F)(F)F)c4)c(=O)n2C3)cc1 | -23%
O=C(C1CCCC1)N1CCCC1c1nc(C2CCOCC2)no1 (stereo not drawn) | -7%
Cn1ncc2c(N[C@H]3C[C@H]4C(=O)NCC(=O)N4C3)nc(C3CCCC3)nc21 | ?
COc1ccc(N2CCN(S(=O)(=O)c3ccc(-c4ccno4)cc3OC)CC2)cc1 | 54%[activator]
O=C(NCCc1ccccc1)C1=NO[C@@H]2CN(Cc3ccc(F)cc3)C[C@H]12 | -8%[44.1 µM]
COc1cc(C)sc1C(=O)NC1CC(c2cc(=O)[nH]c(C3CC3)n2)C1 (stereo not drawn) | i
O=C(c1cc(F)ccc1F)N1CCCC2(C1)NC(=O)N(Cc1ccc(Cl)cc1)C2=O (stereo not drawn) | ?
Cc1ccccc1C(=O)N1C[C@@H](F)C[C@H]1C(=O)N1CCCCC1 | -7%
CCOc1ccc(NC(=O)CSc2nnc(NC(=O)Nc3ccccc3)s2)cc1 | 29%
CC1=C(c2ccc(C)cc2)S(=O)(=O)N(Cc2ccc(C(=O)Nc3ccc(F)cc3C)cc2)C1=O | 25%
CCOc1ccc(NC(=O)CSc2nccn2Cc2ccco2)cc1 | -5%

The results go on:
Compound | Pf Dd2 inh
CC(C)(C)CN1C[C@@H](C(=O)O)C[C@H](C(=O)NCc2cccnc2)C1 | 5%
COCCNC(=O)[C@H]1C[C@H](Oc2ccccc2)CN1C(=O)c1cccc(C)c1 | -5%
COc1cccc(-c2ccc(NC(=O)C3CCCN3C(=O)Cn3cccn3)cc2)c1 (stereo not drawn) | -10%
COC(=O)c1ccccc1NC(=O)Cn1c(=O)n(-c2ccc(C)cc2)c(=O)c2ccccc21 | i
COc1ccc(OC)c(NC(=O)N2c3ccccc3CC2c2nc(C3CC3)no2)c1 (stereo not drawn) | -1%[5.79 µM]
COc1ccccc1N1CCN(C(=O)C[C@@H]2O[C@H](CNC(=O)c3ccc(N(C)C)cc3)[C@@H](O)[C@H]2O)CC1 | i
O=C(c1cc(Br)cn2ccnc12)N1CCC(N2CCCCCC2=O)CC1 | 10%
Cc1cnc(C(=O)N[C@@H]2CCC[C@@H]2C(=O)NCc2cc(F)ccc2F)cn1 | -1%
COCCN1C(=O)CC[C@]2(C(=O)N(C)CCc3ccccn3)CCCC[C@@H]12 | 9%
COc1ccc(OC)c(CNC(=O)c2cc3ccc4cccnc4c3[nH]2)c1 | ?
Cc1cc2nc3n(c(=O)c2n1CC(=O)Nc1cc(F)cc(F)c1)CCCC3 | 7%
COc1cc2c(cc1Oc1ccccc1)NC(=O)C21CCN(C(=O)c2ccccc2)CC1 | ?
CO[C@H]1C(=O)N(C(C)C)[C@H]1C1CCN(C(=O)c2sc(C)nc2C)CC1 | 19%
N#Cc1cccc(C(=O)N2CCC3(CC2)CN(C2CCC2)CC3CO)c1 (stereo not drawn) | -10%
COc1ccc(CN2CCCCC23Cc2ccccc2CNC3=O)cc1OC (stereo not drawn) | -17%
CCOC(=O)N1CCc2c(sc3c2c(=O)n(-c2ccc(Cl)cc2)c(=O)n3Cc2cccc(C)c2)C1 | -6%
C[C@@H](NC(=O)COc1ccccc1)c1c(-c2ccc(Cl)cc2)noc1C(=O)O | -16%[44.1 µM]
COc1cccc(C(O)c2nc(C(=O)N3CCN(c4ccccn4)CC3)c(C)o2)c1 (stereo not drawn) | -5%[44.1 µM]
COc1cccc(CN2C(=O)CCCCC2C(=O)NC2CCCCCC2)c1 (stereo not drawn) | 8.9µM*
CC(C)(C)OC(=O)N1CCC(c2c(C(=O)NCc3ccccn3)cnn2-c2ccc(F)cc2)CC1 | ?
O=C(C1CCOCC1)N1CCC2(CC1)NCCc1c2[nH]c2ccccc12 | ?
Nc1nccc(N2CCN(Cc3ccccc3F)C(CCO)C2)n1 (stereo not drawn) | -11%
COc1ccc(S(=O)(=O)NCC(c2ccco2)S(=O)(=O)c2cccs2)cc1C (stereo not drawn) | i
COCc1c(C(=O)N2C[C@@H](CO)[C@H](c3ccncc3)C2)noc1C | 15%
CC(C)c1ccc(CN2CCC3(CC2)COCCN3C(=O)c2ccc3[nH]ncc3c2)cc1 | ?
Cn1nccc1C(=O)N1CCC(c2noc(-c3ccccc3)n2)C1 (stereo not drawn) | 23%[5.79 µM]
O=C1NCCC[C@@H]1NC(=O)[C@H]1CN(C(=O)CS(=O)(=O)c2ccccc2)CCN1C(=O)C1CCCCC1 | ?
Cc1cnc(C2CCC2)n1CCNC(=O)c1nccn1C | -28%
N#Cc1cccc(-c2ccc3n(c2=O)C[C@H]2C[C@@H]3CN(C(=O)CSCC(=O)O)C2)c1 | 28%[44.1 µM]
CCOc1ccc(CNCc2c(C(=O)O)n(Cc3ccc(OC)cc3)c3ccccc23)cc1 | 10µM*
c1ccc(-c2n[nH]c(CC3CCNC3)n2)cc1 (stereo not drawn) | 12%
Cc1ccc(-n2ncc(C(=O)Nc3c(Cl)cccc3Cl)c2C2CCNCC2)cc1 | -29%
CCOC(=O)c1c(-c2ccccc2)oc2ccc(N(C(C)=O)S(=O)(=O)c3cc(C)ccc3C)cc12 | ?
COc1nc2c(cc1CNC(=O)C(C)(C)OC)C(=O)N(CCc1ccccn1)C2 | ?
O=S(=O)(c1ccc(OC(F)(F)F)cc1)N1CCC(c2nnnn2-c2ccc(F)cc2)CC1 | -12%
COC(=O)c1ccc2nc(CO[C@H]3CN(C4CCC4)C[C@H]3F)[nH]c2c1 | -11%[44.1 µM]
COc1ccc2c(CNCc3ccc(C)o3)c(C(=O)O)n(Cc3ccccc3C)c2c1 | -22%

13 compounds from above, ordered by length of the SMILES, low to high.
Compound | Pf Dd2 inh
c1ccc(-c2n[nH]c(CC3CCNC3)n2)cc1 (stereo not drawn) | 12%
Cc1cnc(C2CCC2)n1CCNC(=O)c1nccn1C | -28%
Nc1nccc(N2CCN(Cc3ccccc3F)C(CCO)C2)n1 (stereo not drawn) | -11%
Cn1nccc1C(=O)N1CCC(c2noc(-c3ccccc3)n2)C1 (stereo not drawn) | 23%[5.79 µM]
O=C(C1CCOCC1)N1CCC2(CC1)NCCc1c2[nH]c2ccccc12 | ?
COc1nc2c(cc1CNC(=O)C(C)(C)OC)C(=O)N(CCc1ccccn1)C2 | ?
COc1ccc(S(=O)(=O)NCC(c2ccco2)S(=O)(=O)c2cccs2)cc1C (stereo not drawn) | i
COC(=O)c1ccc2nc(CO[C@H]3CN(C4CCC4)C[C@H]3F)[nH]c2c1 | -11%[44.1 µM]
CC(C)c1ccc(CN2CCC3(CC2)COCCN3C(=O)c2ccc3[nH]ncc3c2)cc1 | ?
O=S(=O)(c1ccc(OC(F)(F)F)cc1)N1CCC(c2nnnn2-c2ccc(F)cc2)CC1 | -12%
N#Cc1cccc(-c2ccc3n(c2=O)C[C@H]2C[C@@H]3CN(C(=O)CSCC(=O)O)C2)c1 | 28%[44.1 µM]
CCOC(=O)c1c(-c2ccccc2)oc2ccc(N(C(C)=O)S(=O)(=O)c3cc(C)ccc3C)cc12 | ?
O=C1NCCC[C@@H]1NC(=O)[C@H]1CN(C(=O)CS(=O)(=O)c2ccccc2)CCN1C(=O)C1CCCCC1 | ?
